GDH-TPI counter: GDH-TPI coupled enzyme inhibition counter-screen; AID 588335; inhibition, % at 4.8 µM; actives 1.2% (n = 360,000); GDH-TPI coupled enzyme counterscreen, NADH absorbance;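 further: 0% = DMSO wells and 100% = wells lacking the enzyme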
MazF activator: MazEF (E. coli) toxin RNase activation; FAM/BHQ RNA-DNA oligo cleavage fluorescence, 5 h; activation, % at 20 µM; P0AE70; actives 0.32% (n = 350,000); in the data active means activation above about 50%
Target sequence (P0AE70 whole entry, looked up): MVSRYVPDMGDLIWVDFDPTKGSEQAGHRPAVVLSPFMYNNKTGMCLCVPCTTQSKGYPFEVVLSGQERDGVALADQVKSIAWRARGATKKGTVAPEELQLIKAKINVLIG
CCHF vOTU inh: CCHFV vOTU protease inhibition; actives 0.55% (n = 370,000); Pep-AMC fluorescence; inhibition, % at 11.5 µM; AID 651958; further: 0% = vehicle wells with enzyme and 100% = no enzyme wells
Mtb UGM inh: Mtb UDP-galactopyranose mutase inhibition. purified UGM, fluorescence polarization probe displacement. inhibition, % at 10 µM. actives 0.06% (n = 320,000); in the data active means inhibition above about 10%, passing the limit was not always enough; inconclusive means no clear call, values can overlap the other calls
Target sequence (P9WIQ1 whole entry, looked up): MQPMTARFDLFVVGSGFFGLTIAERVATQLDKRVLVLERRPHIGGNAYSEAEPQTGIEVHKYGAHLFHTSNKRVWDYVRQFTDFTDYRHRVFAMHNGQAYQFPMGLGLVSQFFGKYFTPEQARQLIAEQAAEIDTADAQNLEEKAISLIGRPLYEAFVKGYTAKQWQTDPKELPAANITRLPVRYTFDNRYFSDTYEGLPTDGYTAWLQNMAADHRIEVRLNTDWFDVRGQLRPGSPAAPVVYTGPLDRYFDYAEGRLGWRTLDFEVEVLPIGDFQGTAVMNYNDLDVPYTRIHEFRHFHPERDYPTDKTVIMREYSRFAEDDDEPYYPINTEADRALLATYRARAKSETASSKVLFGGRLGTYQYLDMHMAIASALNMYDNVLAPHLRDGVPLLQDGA
Rv3671c inh: inhibits the M. tuberculosis serine protease Rv3671c; actives 0.048% (n = 320,000); inhibition, % at 5.96 µM; in the data active means inhibition above about 38%;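 further: extracellular domain of Rv3671c used as enzyme; 0% = enzyme with DMSO and 100% = no enzyme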
FadD28 FP inh: inhibitors of Mycobacterium tuberculosis FadD28 bisubstrate binding; inhibition, % at 12.5 µM; FadD28 bisubstrate probe binding, fluorescence polarization; actives 0.22% (n = 360,000); AID 588549; in the data active means inhibition above about 8.5%, passing the limit was not always enough; inconclusive means no clear call, values can overlap the other calls
BoNT F protease: blocks Botulinum neurotoxin F light chain protease; Multiplex microsphere protease cleavage assay, flow cytometry; inhibition, % at 10 µM; actives 0.22% (n = 360,000); AID 588497; in the data active means inhibition above about 35%, passing the limit was not always enough; inconclusive means no clear call, values can overlap the other calls; further: plate controls were buffer without enzyme for full effect and enzyme alone for no effect
FBA Mtb inh: inhibits M. tuberculosis FBA enzyme | inhibition, % at 1 µM | purified M. tuberculosis FBA, fluorescence read-out | P9WQA3 | actives 2.3% (n = 360,000); in the data active means inhibition above about 27%;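 further: 0% = vehicle and 100% = reference inhibitor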
Target sequence (P9WQA3 whole entry, looked up): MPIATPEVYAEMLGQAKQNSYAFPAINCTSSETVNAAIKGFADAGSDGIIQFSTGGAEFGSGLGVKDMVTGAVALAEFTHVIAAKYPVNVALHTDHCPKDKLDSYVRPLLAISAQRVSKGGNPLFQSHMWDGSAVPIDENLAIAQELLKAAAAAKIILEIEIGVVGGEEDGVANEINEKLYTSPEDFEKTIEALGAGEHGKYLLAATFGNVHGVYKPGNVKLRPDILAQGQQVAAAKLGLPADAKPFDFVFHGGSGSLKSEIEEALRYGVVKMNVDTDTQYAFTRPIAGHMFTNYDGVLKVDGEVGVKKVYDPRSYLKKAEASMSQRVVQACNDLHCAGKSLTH
DUSP3 inh: blocks human VHR1 dual specificity phosphatase; recombinant VHR phosphatase, pNPP absorbance; inhibition, % at 13.3 µM; actives 0.52% (n = 290,000); in the data active means inhibition above about 50%; further: some compounds called inactive have numbers as strong as hits
Target sequence (P51452 whole entry, looked up): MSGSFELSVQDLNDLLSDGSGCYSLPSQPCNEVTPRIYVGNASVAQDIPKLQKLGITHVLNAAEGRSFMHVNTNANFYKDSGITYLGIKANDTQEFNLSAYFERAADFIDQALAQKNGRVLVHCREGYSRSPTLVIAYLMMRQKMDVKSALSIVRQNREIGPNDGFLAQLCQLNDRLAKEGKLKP
BioA inh: inhibitors of Mycobacterium tuberculosis BioA enzyme | purified M. tuberculosis BioA enzyme, plate reader | inhibition, % at 9.99 µM | actives 0.096% (n = 360,000); in the data active means inhibition above about 40%; inconclusive means no clear call, values can overlap the other calls
Numbers without * were called inactive; i = inactive; ? = inconclusive; . = not tested or not shown. Unless noted, no stated cut-off is given here; in the data, active means inhibition above about 30%; inactive means the rest. Compounds were not picked by outcome (roughly 4.9% active in at least one column).

SMILES	GDH-TPI counter	MazF activator	CCHF vOTU inh	Mtb UGM inh	Rv3671c inh	FadD28 FP inh	BoNT F protease	FBA Mtb inh	DUSP3 inh	BioA inh
O=C(Nc1ccc2ccccc2c1)c1ccccc1[N+](=O)[O-]	3	9	2	.	.	-9.3	-1	16	.	-2.0
COc1cc(NC(=O)c2nnn(Cc3ccc(SC)cc3)c2N)cc(OC)c1	-8	-7	1	-0.2	-46	-17	-1	-1	29	-0.8
Cc1ccc(C(=O)NCC(=O)Nc2ccc(C)c(S(=O)(=O)Nc3ccc(Cl)cc3)c2)s1	9	2	-4	2.4	-40	-1.2	-1	3	21	.
CCOc1ccc(NC(=O)c2ccc(S(=O)(=O)N3CCOCC3)cc2)cc1	4	12	-19	-1.9	-9	0.6	-15	3	22	.
CCCCCC(=O)Nc1c2c(nc3ccccc13)CCC2	-1	11	-5	-0.5	1	-5.0	13	2	12	0.7
CCCN(C(=O)c1nc2nccc(C)n2n1)c1c(N)n(Cc2ccccc2)c(=O)[nH]c1=O	11	-4	-3	0.2	-15	0.9	-4	3	.	-1.3
CCN(Cc1ccccc1)C(=O)c1[nH]c2ccc(OC)cc2c1C	7	7	4	.	.	-0.3	-6	2	-10	0.2
O=C(CSc1nc(Nc2ccccc2)nc(N2CCOCC2)n1)N1CCc2ccccc21	-2	0	2	-2.4	-6	-0.2	6	-2	7	-0.3
CN1C[C@@H]2[C@@H]3C(=O)N(Cc4ccccc4)C(=O)[C@@H]3[C@](C)(C1=O)N2C(=O)c1ccccc1	-13	4	10	.	.	-3.1	5	1	.	-1.8
CCOc1ccc(NC(=O)CN(C)CC(=O)Nc2ccc(F)c(F)c2F)cc1OCC	-11	5	2	1.0	7	-0.4	-6	-4	23	-1.0
CCOC(=O)C(=O)Cc1cccnn1	6	1	5	.	.	1.5	-4	6	.	.
CC(C(=O)N1CCCC1)N1CCN(c2ccccc2O)CC1 (centres undefined)	16	3	-9	.	-9	-0.9	-7	0	6	-0.8
CC(C(=O)N1CCc2ccccc21)N(C)CC(=O)Nc1cccc(F)c1 (centres undefined)	1	-1	6	4.3	2	-2.7	-4	1	.	-0.7
CC(C)C(=O)N1CCN(c2ccccc2NC(=S)NC(=O)Cc2ccccc2)CC1	6	-5	7	1.0	-3	-4.7	1	-2	5	0.1
COc1ccc(NC(=O)Cn2c(CCC(=O)O)ccc2-c2ccccc2)cc1	2	8	-11	1.9	4	2.3	9	7	17	-1.4
O=c1c2ccccc2nnn1COc1ccc(Cl)cc1Br	-5	7	-15	.	-8	-1.7	-7	0	20	.
O=S(=O)(Nc1nnc(C2CCCCC2)s1)c1ccc(F)cc1	-7	3	11	0.0	3	-2.3	2	1	7	0.6
CC(C)=CCN1CCN(Cc2ccoc2)CC1CCO (centres undefined)	-8	2	6	-2.8	3	-2.3	-1	0	-5	0.2
O=C(NCCCn1ccnc1)c1ccc(-c2cccc(Cl)c2Cl)o1	0	-3	-4	-0.6	2	.	-12	0	.	-0.2
O=C(c1ccoc1)N1CCCC(Nc2ccc(F)c(F)c2)C1 (centres undefined)	-12	2	-1	-1.6	6	-4.6	1	-2	26	1.6
Cc1cccc(CS(=O)(=O)c2ncc(Cl)c(C(=O)NCc3ccccc3)n2)c1	8	-9	0	-2.8	-5	0.5	-1	1	16	2.5
COC(=O)c1ccc(-n2c(C)cc(C(=O)CCl)c2C)cc1	0	7	-1	0.6	10	-0.7	-6	7	7	2.3
CCC(C)(C)NC(=O)C(c1ccc(OC)cc1)N(C(=O)CCC(=O)Nc1cc(C)on1)C(C)(C)C (centres undefined)	8	-1	16	-1.6	0	2.0	-18	1	-17	-0.9
Cc1ccc(N2C(=O)N3[C@H](c4ccc(Br)cc4)[C@@H]4C(=O)N(C(C)(C)C)C(=O)[C@@H]4[C@]3(C)C2=O)cc1	4	1	10	-0.9	2	-2.3	2	4	17	2.1
Cc1ccc(NC(=O)CSc2nc3ccccc3c(=O)[nH]2)cc1[N+](=O)[O-]	-2	14	1	-0.2	-2	-1.2	3	0	.	-2.0

(further entries)
SMILES	GDH-TPI counter	MazF activator	CCHF vOTU inh	Mtb UGM inh	Rv3671c inh	FadD28 FP inh	BoNT F protease	FBA Mtb inh	DUSP3 inh	BioA inh
COc1ccc(C(=O)NC2=NCCS2)cc1S(=O)(=O)N1CCCCC1C (centres undefined)	0	-3	-8	0.1	1	0.0	-5	1	6	.
COc1cc(C2C=C(c3cccs3)Nc3ncnn32)cc(OC)c1OC (centres undefined)	41*	i	.	.	.	-1.5	-8	-5	11	.
COc1ccc(CN(C(=O)c2cccs2)c2ccccc2C(=O)O)cc1	16	7	-7	2.5	5	1.6	5	7	21	-4.5
O=C(CSc1nccc(=O)[nH]1)NCc1ccc(Cl)cc1	1	10	3	1.3	4	-2.3	-8	4	-24	.
COc1ccc(NCC(=O)Nc2cc(S(=O)(=O)N3CCOCC3)ccc2N2CCOCC2)c(OC)c1	14	0	0	-1.8	5	-4.3	0	2	-3	.
CN1C(=S)SC2CS(=O)(=O)CC21 (centres undefined)	10	1	-9	-4.9	6	-2.8	4	1	-4	-0.3
O=C1CN(C(=O)CNC(=O)c2ccccc2Cl)c2ccccc2N1	-2	7	-11	-3.5	1	-4.0	-5	-2	0	0.5
CC(C)(C)NC(=O)CN(C(=O)CCC(=O)Nc1nccs1)c1ccc(F)cc1	-2	-2	-13	0.3	-1	-2.4	-2	2	4	0.4
COC(=O)c1nn(-c2ccc(OC)cc2)c(=O)cc1Oc1ccccc1	10	-2	-1	1.8	-2	-1.2	3	1	21	2.0
COc1ccc(C[C@@H]2CN3C(=NC[C@@H]3C)N2C[C@H](C)NC(=O)CCC2CCCCC2)cc1	-7	13	0	1.5	5	-2.0	-5	0	14	-0.4
Cn1c(=O)c(/C(N)=N/OC(=O)c2ccccc2)cn(-c2ccccc2)c1=O	0	-5	-6	-0.7	-3	-0.1	12	1	-11	.
CN(C)c1ccc(N=Nc2ccc(S(N)(=O)=O)cc2)cc1	3	4	29	-5.0	9	-2.0	1	-16	4	-0.3
CCOC(=O)C(C)Oc1ccc(=O)n(-c2ccccc2)n1 (centres undefined)	7	1	2	-0.7	4	-1.2	2	3	4	0.5
CCOC(=O)C1=C(CNCc2ccccc2Cl)NC(=O)NC1c1cccc([N+](=O)[O-])c1 (centres undefined)	15	-1	10	0.7	-17	0.1	-4	-3	16	0.2
Cc1ccc(CNCc2cc(Cl)ccc2O)cc1	0	8	6	-0.3	1	-1.5	-13	1	.	-1.4
Cc1c(NC(=S)NC(=O)C(c2ccccc2)c2ccccc2)cccc1C(=O)O	13	0	4	-1.7	-4	1.8	0	-1	25	6.3
COCCNCCCOc1ccc(Cl)cc1Br	-2	-1	-1	0.9	8	-1.7	1	0	22	.
CCn1nnnc1SCC(=O)c1ccc(NC(C)=O)cc1	9	9	9	0.6	4	-0.2	8	-1	18	-2.9
O=C(Nc1nnc(-c2ccccc2)s1)c1cc(S(=O)(=O)N2CCOCC2)c(Cl)cc1Cl	-1	1	-6	1.3	-2	-2.0	1	3	16	-0.7
Cc1cc(NC(=O)CSc2ccc3nnc(-c4cccc(F)c4)n3n2)no1	12	11	0	0.3	5	-1.9	-5	16	1	0.7
CN1CCC(=O)N(CCSc2ccc(Br)cc2)CC1	0	-23	-13	0.0	-9	-0.8	-1	0	7	-0.1
O=C(Nc1cccc(NS(=O)(=O)c2ccc(S(=O)(=O)NC3CC3)cc2)c1)c1ccccn1	0	-3	-4	-0.9	-4	-5.1	24	-1	22	.
O=C(Cn1nnc(-c2ccccc2)n1)NC1CCS(=O)(=O)C1 (centres undefined)	-4	0	-4	-2.6	0	-0.1	4	0	.	-1.0
COc1ccc(-n2nc(C(=O)NCC(=O)NCCCN3CCN(C)CC3)c3ccccc3c2=O)cc1OC	22	-8	-15	0.5	-9	-0.8	-28	-1	3	0.0
COc1ccc(CCNC(=O)CCn2cccc2)cc1OC	6	1	-3	3.1	-7	1.3	1	-2	24	0.0

Whole records, quoted from the list. Order of screens: GDH-TPI counter | MazF activator | CCHF vOTU inh | Mtb UGM inh | Rv3671c inh | FadD28 FP inh | BoNT F protease | FBA Mtb inh | DUSP3 inh | BioA inh
Profile of O=C1CN(C(=O)CNC(=O)c2ccccc2Cl)c2ccccc2N1 = -2 | 7 | -11 | -3.5 | 1 | -4.0 | -5 | -2 | 0 | 0.5
Profile of CN(C)c1ccc(N=Nc2ccc(S(N)(=O)=O)cc2)cc1 = 3 | 4 | 29 | -5.0 | 9 | -2.0 | 1 | -16 | 4 | -0.3
Profile of O=C(Nc1cccc(NS(=O)(=O)c2ccc(S(=O)(=O)NC3CC3)cc2)c1)c1ccccn1 = 0 | -3 | -4 | -0.9 | -4 | -5.1 | 24 | -1 | 22 | .
Profile of COc1ccc(C(=O)NC2=NCCS2)cc1S(=O)(=O)N1CCCCC1C (centres undefined) = 0 | -3 | -8 | 0.1 | 1 | 0.0 | -5 | 1 | 6 | .
Profile of O=C(Cn1nnc(-c2ccccc2)n1)NC1CCS(=O)(=O)C1 (centres undefined) = -4 | 0 | -4 | -2.6 | 0 | -0.1 | 4 | 0 | . | -1.0

The list continues.
SMILES	GDH-TPI counter	MazF activator	CCHF vOTU inh	Mtb UGM inh	Rv3671c inh	FadD28 FP inh	BoNT F protease	FBA Mtb inh	DUSP3 inh	BioA inh
Cc1ccc2c(c1)-c1nc3ccccc3cc1C2=NC1CCCCC1	7	5	4	1.1	-17	-2.9	3	4	4	.
O=C(NCc1c(F)cccc1F)c1cc(COc2c(F)cccc2F)on1	16	-2	-12	-0.7	-10	-1.6	0	-7	-1	.
CCc1nc(SCC(=O)N2CCN(C(=O)c3ccco3)CC2)c2c3c(sc2n1)CCCC3	-11	1	-3	0.4	-2	-1.6	23	-1	15	3.4
CCN(CCNC(=O)C1CCC(=O)N1Cc1ccc(C)cc1)c1ccccc1 (centres undefined)	-6	-2	5	1.7	-1	-2.5	-3	-2	8	.
COc1ccccc1NC(=S)NCCSc1ccc(C)cc1	-2	4	4	0.2	-4	-1.7	-16	1	15	0.2
Cc1c(C(=O)N2CCOCC2)sc(NC(=O)c2ccc([N+](=O)[O-])cc2)c1C#N	8	9	-13	0.5	-10	-1.7	-24	-7	26	-0.5
O=C(O)CC1Sc2nnc(COc3ccc(Cl)cc3)n2N=C1c1ccccc1 (centres undefined)	-2	6	21	-2.7	3	-3.2	0	-10	12	1.9
CC(C)(C)c1cc(OC(=O)C2CCCC2)ccc1O	4	-3	2	-0.6	-10	-0.4	?	-2	2	9.0
Cc1ccc2c(c1)N(Cc1ccccc1)C(=O)C(C)O2 (centres undefined)	9	.	-10	.	.	-2.1	-2	-3	.	-2.4
COC(=O)C1(Cc2cc(-c3cccc(Br)c3)no2)CCN(C(=O)OC(C)(C)C)CC1	7	7	14	1.1	-12	-4.0	-4	-2	29	-0.7
Cc1ccc(C(=O)c2ccc([N+](=O)[O-])cc2)cc1	7	2	-1	-0.4	-6	1.3	1	1	-11	-1.5
CCC(C)NC(=O)C1c2cc(OC)c(OC)cc2C(=O)N(C)C1c1cccs1 (centres undefined)	-10	-7	-14	-1.4	-2	-2.5	9	3	16	0.0
CCOC(=O)c1cc(NC(=O)CSc2nnc(CN3CCOCC3)n2C)ccc1Cl	-1	5	-9	-3.7	-3	-0.1	9	3	.	1.7
CCC(=O)c1c(NC(CC)CO)cc(C)oc1=O (centres undefined)	-4	9	-5	-0.1	-3	-1.2	2	1	12	.
CN(C)CCCNc1nc(N)c([N+](=O)[O-])c(NCc2ccccc2)n1	41*	4	3	-1.4	.	1.3	3	1	-1	0.9
O=C(CSCc1ccc(Cl)cc1)N/N=C/c1ccc(OCC(=O)Nc2ccccc2)cc1	10	14	-1	-0.4	-31	1.3	-12	7	10	-3.0
Cn1c2c(c(=O)n(C)c1=O)C(C(F)(F)F)(C(F)(F)F)N=C(C1CCCCC1)N2	11	2	-6	-2.8	7	-1.5	0	-1	-10	0.8
CCc1nnc(SCc2ccc(OC(C)C)cc2)n1N	8	-1	4	2.9	-3	-2.3	4	8	20	-1.3
Cc1ccc(CNC(=O)COC(=O)c2ccc(S(=O)(=O)N3CCCCCC3)cc2)cc1	9	-26	1	.	.	-1.4	8	4	.	-1.1
Cc1ccc(OC[C@H](O)[C@H](C)NC(C)C)c2c1CCC2	-12	14	3	-3.4	5	-1.7	-2	-2	.	0.3

Assay outcomes from PubChem BioAssay.
